# From PubChem BioAssay
# RSV CPE inhibition – RSV antiviral activity via CPE protection, HEp-2 cells, primary 10 µM value included (AID 2391); HEp-2 cells, RSV-induced CPE inhibition; higher % means a stronger effect; one-dose CPE inhibition, % at 10 µM; IC50 in µM for titrated hits; 310,000 tested, 0.13% active; in the data active means a potency from the dose series; inconclusive means CPE inhibition mostly from about 23% at the one dose, without a potency; inactive means the rest, 99 in 100 with CPE inhibition below about 21%; further: strong numbers were not always called active
# PhoP inhibition – inhibitors of PhoP regulon expression, primary screen, Salmonella Typhimurium, GFP reporter (AID 1863) | S. Typhimurium PhoP-regulated promoter GFP reporter, 4 h; higher % means a stronger effect | inhibition, % at 50 µM; hits with a dose series show IC50 in µM | 300,000 tested, 0.16% active;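 active means inhibition over 29.93%, a cutoff 3 SD above the screen mean, later confirmed by dose response; inconclusive means inhibition over 29.93% but no dose response follow-up; inactive means inhibition at most 29.93% or unconfirmed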;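 further: 0% = low Mg2+ inducing control and 100% = high Mg2+ repressing control; strong numbers were not always called active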
# Ins promoter up – MIN6 insulin promoter up-regulation | MIN6 insulin promoter-GFP reporter, high-content imaging; hits give high values | z-score at 5 µM | 190,000 tested, 0.3% active;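 active means z-score above 3 at 5 µM with at least 500 cells counted in the well; inconclusive means wells under 500 cells, flagged as cytotoxic or low count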
# West Nile antiviral – inhibition of WNV-induced cytopathic effect – cell-based, CPE readout (AID 1621) | West Nile virus-infected cells, CPE inhibition; higher % means a stronger effect | one-dose CPE inhibition, % at 10 µM; IC50 in µM for titrated hits | 290,000 tested, 0.02% active; in the data active means a potency from the dose series; inconclusive means CPE inhibition mostly from about 3.7% at the one dose, without a potency; inactive means the rest, 99 in 100 with CPE inhibition below about 2.2%; further: strong numbers were not always called active
# TNAP activation fold – human TNAP enzyme activators, primary screen, biochemical, luminescent, no phosphate acceptor, uHTS (AID 1001). purified TNAP, luminescent activation assay, no phosphate acceptor; higher activation fold means a stronger effect. one-dose activation fold at 20 µM; EC50 in µM for titrated hits. 200,000 tested, 0.03% active; in the data active means activation fold from about 3, or a potency from the dose series; inactive means the rest, 99 in 100 with activation fold below about 1.6; further: many of its hits are not listed in these tables
# Large T inhibition – TAg ATPase/helicase activity blockers – biochemical (AID 1903); SV40 large T antigen ATPase/helicase inhibition assay; higher % means a stronger effect; inhibition, % at 20 µM; hits with a dose series show IC50 in µM; 310,000 tested, 0.39% active; in the data active means a potency from the dose series; inconclusive means inhibition mostly from about 32% at the one dose, without a potency; inactive means the rest, 99 in 100 with inhibition below about 32%; further: strong numbers were not always called active
# CSM14.1 death rescue – protection against thapsigargin-triggered cell killing – 384-well, CSM14.1, ATP luminescence, primary screen (AID 1222) | CSM14.1 thapsigargin-induced death rescue, ATP luminescence; higher % means a stronger effect | one-dose cellular ATP content (survival), % at 20 µM; EC50 in µM for titrated hits | 190,000 tested, under 10 active;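 active means EC50 below 50 µM in the dose-response confirmation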;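 further: death triggered by thapsigargin at about 15 µM added after 2 h compound pretreatment; cell ATP read after overnight thapsigargin exposure of roughly 18 to 22 hours; normalized against plate controls of thapsigargin alone and 5% DMSO vehicle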
# PMI inhibition – MPI inhibition at elevated mannose 6-phosphate – biochemical, fluorescence intensity, high mannose 6-phosphate, primary screen (AID 1220); 190,000 tested, 0.66% active; recombinant PMI enzyme, coupled fluorescence intensity; higher % means a stronger effect; inhibition, % at 20 µM; hits with a dose series show IC50 in µM
# PMI inhibitors – inhibitors of human PMI, primary screen, biochemical, fluorescence intensity, coupled assay (AID 1209); inhibition, % at 20 µM, or IC50 in µM where a hit was titrated; 190,000 tested, 0.42% active; purified PMI enzyme, coupled fluorescence intensity; higher % means a stronger effect;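 further: plate controls were DMSO vehicle for no effect and wells lacking substrate for full effect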
# Ins promoter up cell count – recorded beside Ins promoter up, whose call it bears; cell count; measured here: cytotoxicity, nuclei count;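 total cells summed across four imaged fields per well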
# Starred values were filed as active, the others as inactive; u = inconclusive; x = not tested or not shown. Unless noted, no stated cut-off is given here; in the data, active means inhibition above about 50%; inactive means the rest.
SMILES,RSV CPE inhibition,PhoP inhibition,Ins promoter up,Ins promoter up cell count,West Nile antiviral,TNAP activation fold,Large T inhibition,CSM14.1 death rescue,PMI inhibition,PMI inhibitors
Cc1nc(CNC(=O)C2CCC(=O)N(Cc3cccc(F)c3)C2)sc1C (stereo not given),-0.4%,-5%,x,x,-0.1%,x,14%,x,x,x
NC(=O)C1CCCN(C(=O)NC2CCCCC2)C1 (stereo not given),0.8%,-1%,x,x,0.0%,1.1,6%,-3.2%,-3%,-1%
C=CCn1c(P(=O)(O)c2ccccc2)nc2ccccc21,1.5%,-4%,0.5,1269,0.0%,1.1,1%,-0.7%,-18%,-8%
CCCn1c(=N)n(CC(=O)C(C)(C)C)c2ccccc21,1.7%,0%,1.3,1270,-0.1%,1,16%,-0.8%,-16%,-7%
O=C1CCCC2=C1C(c1ccc(Cl)cc1)n1c(s/c(=C\c3ccc4ccncc4c3)c1=O)=N2 (stereo not given),49%,13%,0.37,1535,-0.4%,1.1,9%,-0.4%,11%,13%
CC1=C(C(=O)OC(C)C)C(c2ccccc2)NC(=S)N1C (stereo not given),0.5%,-27%,0.24,1230,-1.6%,1,8%,-2.3%,8%,17%
CC(/C=C/c1ccco1)=N\NC(=O)COc1ccc(C)c(C)c1,-0.5%,x,0.67,1462,-0.4%,1.1,x,-0.2%,-10%,-21%
COc1cc(-c2ccc(NC(=O)NC3CC3)c(OC)c2)ccc1NC(=O)NC1CC1,1.9%,1%,-0.17,1459,1.0%,x,0%,x,x,x
O=C(NN1CCCCC1)c1cccc2ccccc12,1.6%,3%,0.11,1530,-0.3%,1.1,7%,-0.7%,-8%,-8%
CCc1cccc(NC(=O)CCS(=O)(=O)c2ccc(Br)cc2)c1,1.6%,-14%,x,x,0.9%,x,8%,x,x,x
C/C(Cl)=C/Cn1c(NCCN(C)C)nc2c1c(=O)n(C)c(=O)n2C,-1.2%,-1%,0.09,1863,0.8%,1.1,11%,0.1%,7%,7%
Cc1onc(-c2c(F)cccc2Cl)c1C(=O)NNC(=O)C1CCN(Cc2ccccc2)CC1,-1.7%,2%,0.39,1354,0.0%,1.2,7%,-0.8%,0%,-9%
CCC(=O)Nc1ccc2nc(C3CC3)n(Cc3ccc(C(C)(C)C)cc3)c(=O)c2c1,16%,-3%,-0.53,790,-0.4%,x,8%,x,x,x
O=C(N/N=C/C(Cl)=C\c1ccccc1)c1cnccn1,1.7%,9%,0.2,944,0.0%,1,6%,0.3%,10%,12%
CCN=C1Cn2c(nc3scc(-c4ccccc4)c3c2=O)CN1CC,1.0%,-2%,0.25,1726,0.2%,1.2,0%,0.7%,9%,7%
COc1cc(S(=O)(=O)Nc2cccnc2)ccc1Cl,-0.8%,-1%,x,x,-0.1%,x,7%,x,x,x
CC(=O)N/C(=C\c1ccccc1)C(=O)OCC(=O)NC(C)C12CC3CC(CC(C3)C1)C2 (stereo not given),6.7%,0%,0.84,1389,-0.9%,0.9,11%,-2.1%,7%,16%
O=[N+]([O-])c1ccc(/C=N/Nc2ccc3ccccc3c2)o1,1.6%,-6%,2.9,1320,-1.3%,1,8%,3.2%,-24%,-37%
Cc1cc(C)nc(N(C#N)S(=O)(=O)c2ccccc2Cl)n1,1.3%,0%,-0.06,1176,1.0%,1.1,-3%,0.5%,-20%,-19%
CC(=O)Nc1ccccc1C(=O)N1CC(C)OC(C)C1 (stereo not given),0.2%,0%,x,x,0.1%,1.1,24%,0.2%,0%,2%
C=CCNC(=O)c1ccccc1NC(=O)C1CC(=O)N(C(C)C)C1 (stereo not given),1.8%,8%,x,x,-0.2%,x,1%,x,x,x
O=C(Nc1ncc([N+](=O)[O-])s1)c1ccc2c(c1)OCO2,10%,-2%,x,x,-1.4%,x,16%,x,x,x
COc1cccc(/C=C2/NC(=O)NC2=O)c1OCC(=O)Nc1ccccc1,1.9%,-4%,-0.41,1506,0.2%,1.2,6%,-1.2%,-1%,-8%
O=[N+]([O-])c1cc(CN2CCC(O)CC2)ccc1Cl,-0.9%,-4%,0.22,1732,0.3%,1.1,3%,-0.8%,-9%,-3%
CCCOc1ccc(-c2nc(C#N)c(N3CCN(CC)CC3)o2)cc1,-2.2%,7%,-1.4,825,-0.4%,1.1,5%,-0.8%,10%,12%

# Next entries
SMILES,RSV CPE inhibition,PhoP inhibition,Ins promoter up,Ins promoter up cell count,West Nile antiviral,TNAP activation fold,Large T inhibition,CSM14.1 death rescue,PMI inhibition,PMI inhibitors
COc1ccc2c(c1)c(N=NC(N)=S)c(O)n2CC(=O)c1ccccc1,0.3%,12%,x,x,-0.4%,x,2%,x,x,x
CCOC(=O)N1CCC(N(CCN(C)C)C(=S)Nc2ccccc2OCC)CC1,0.4%,-1%,-0.12,1642,-0.8%,1,14%,2.7%,-3%,-9%
Cc1cc(C)c2cc(C(=O)N3CCC(C(=O)c4ccc(F)cc4)CC3)[nH]c2c1,x,-9%,1.3,1440,0.1%,x,0%,x,x,x
O=C1CC(N2CCN(S(=O)(=O)c3ccc(Cl)cc3)CC2)C(=O)N1CCc1ccccc1 (stereo not given),-0.2%,-5%,x,x,-0.3%,1,4%,2.8%,18%,17%
C/C=C/Cn1c(N2CCCCCC2)nc2c1c(=O)[nH]c(=O)n2C,3.7%,-8%,-0.08,1486,x,1.1,7%,0.1%,-1%,4%
Cc1cccc(COCC(Cc2ccccc2)N2CCN(C(=O)c3ccc(Cl)c(Cl)c3)CCC2=O)c1 (stereo not given),7.2%,5%,-0.41,1226,-0.8%,1,18%,-3.3%,3%,5%
COc1ccc(NC(=O)Nc2nccs2)cc1,1.9%,-1%,-0.01,1146,1.2%,1.1,0%,-3.2%,8%,14%
CC1(C)CC(=O)C(C=NCCN2CCN(CC(=O)Nc3ccc(Cl)cc3)CC2)=C(O)C1,-1.8%,4%,0.32,1217,-0.3%,1.1,5%,0.0%,-3%,-8%
CC(=O)NC(Cc1c[nH]c2ccccc12)C(=O)Nc1ccc2c(c1)OCO2 (stereo not given),2.8%,-8%,-1.2,1254,0.4%,1.1,5%,-1.5%,7%,10%
CC(=O)NC1(C2CCCCC2=O)CCCCC1 (stereo not given),0.2%,-4%,0.46,879,0.3%,1.1,10%,-0.6%,4%,12%
O=S(=O)(NCc1cc(-c2ccccc2Cl)no1)c1ccccc1,2.1%,-6%,x,x,-0.8%,1.1,11%,0.4%,4%,3%
Cc1ccccc1OCC(=O)NCC(=O)OCC(=O)c1ccc([N+](=O)[O-])cc1,-0.5%,11%,x,x,0.0%,x,51%,x,x,x
CCOc1ccccc1NC(=O)CSc1ccc([N+](=O)[O-])cc1,1.4%,-1%,-0.14,1190,-0.6%,1.1,8%,-2.6%,19%,16%
CNC(=S)N1CCN(c2ccc(OC)cc2)CC1,1.4%,3%,x,x,0.2%,1,34µM*,3.6%,2%,-5%
O=C1C(Cl)=C(N2CCCCC2)C(=O)N1Cc1ccccc1,3.0%,-4%,-0.01,1255,-0.4%,1.1,1%,-4.1%,2%,1%
Cc1noc(C)c1COC(=O)C1(c2cccc(F)c2)CCCC1,0.0%,-5%,-0.48,1051,-0.1%,1,10%,-0.1%,14%,-1%
CC(C(=O)Nc1ccc(O)cc1)c1cccc(C(=O)c2ccccc2)c1 (stereo not given),2.7%,4%,-0.36,1306,-1.5%,1,28%,3.0%,18%,19%
CCCC(=O)Oc1ccccc1C1SCc2cc(C)c(C)cc2CS1,u,1%,1,1515,x,1.1,-5%,-0.5%,2%,3%
O=C1CCC(C(=O)N2CCCCO2)CN1Cc1ccc(Cl)cc1 (stereo not given),0.5%,0%,x,x,-0.1%,x,21%,x,x,x
COc1ccc(C2C(C(=O)N3CCCC3)c3cc(OC)c(OC)cc3C(=O)N2C)cc1OC (stereo not given),2.0%,2%,-0.06,1162,-0.2%,1.1,6%,x,6%,6%
S=C(Nc1ccc(Br)cc1)NC1CCCC1,12%,3%,0.23,1278,-0.5%,1.1,9%,-6.5%,0%,-8%
CC(C)CC(NS(=O)(=O)c1ccccc1S(=O)(=O)NC(CC(C)C)C(=O)O)C(=O)O (stereo not given),0.9%,6%,x,x,0.3%,x,19%,x,x,x
COc1ccccc1NC(=O)c1nn(-c2cccc(C(F)(F)F)c2)ccc1=O,1.3%,-8%,-0.56,1636,-0.2%,1.1,-5%,-0.8%,2%,5%
COc1ccc(C2NC(=O)c3ccccc3N2)cc1 (stereo not given),2.0%,11%,x,x,-0.6%,x,2%,x,x,x
COc1ccc(/C=N/NC(=O)c2cc(C34CC5CC(CC(C5)C3)C4)[nH]n2)cc1OC,1.8%,-1%,-0.11,1445,-0.2%,0.1,-2%,-2.1%,0%,14%

# As a working copy, part of the list above.
SMILES,RSV CPE inhibition,PhoP inhibition,Ins promoter up,Ins promoter up cell count,West Nile antiviral,TNAP activation fold,Large T inhibition,CSM14.1 death rescue,PMI inhibition,PMI inhibitors
CC1(C)CC(=O)C(C=NCCN2CCN(CC(=O)Nc3ccc(Cl)cc3)CC2)=C(O)C1,-1.8%,4%,0.32,1217,-0.3%,1.1,5%,0.0%,-3%,-8%
CC(=O)NC(Cc1c[nH]c2ccccc12)C(=O)Nc1ccc2c(c1)OCO2 (stereo not given),2.8%,-8%,-1.2,1254,0.4%,1.1,5%,-1.5%,7%,10%

# (next part)
SMILES,RSV CPE inhibition,PhoP inhibition,Ins promoter up,Ins promoter up cell count,West Nile antiviral,TNAP activation fold,Large T inhibition,CSM14.1 death rescue,PMI inhibition,PMI inhibitors
CCn1c(=O)[nH]c2cc(C(=O)N3CCN(c4ccccc4)CC3)ccc2c1=O,-0.5%,12%,-0.66,1247,0.3%,1,-3%,2.4%,2%,10%
COc1ccc(OC)c(S(=O)(=O)N2CCN3CCCC3C2)c1 (stereo not given),1.3%,-4%,x,x,-0.4%,x,31%,x,x,x
Cc1cc(-c2ccc(S(=O)(=O)Nc3ccc(C#N)cc3)s2)on1,2.4%,-12%,x,x,0.3%,x,12%,x,x,x
O=C(NC1CCCCC1)c1c2c(nc3ccccc13)CCC2,0.9%,12%,0.16,1246,-0.2%,1,5%,-0.8%,0%,-10%
COc1ccc(-c2nnc(NC(=O)c3ccc(F)cc3)o2)cc1,0.4%,2%,x,x,x,1.2,-8%,-1.2%,1%,1%
CC(C)(C)NC(=O)c1cccc(NC(=O)CSc2ccccc2)c1,4.1%,-3%,1.3,1651,0.3%,1.1,7%,-0.8%,3%,3%
CCC(CC)c1nnc(NC(=O)CS(=O)(=O)c2ccccc2)s1,0.6%,-4%,x,x,-0.2%,x,3%,x,x,x
CCC(C)[C@@H]1NC(=O)N(CCCN2CCCC2=O)C1=O (stereo not given in full),1.0%,-4%,x,x,-0.3%,x,3%,x,x,x
CCCCN1C(=S)NC[C@@H]1C(C)CC (stereo not given in full),-0.7%,-7%,0.04,1338,0.4%,1.1,-29%,-1.2%,-4%,0%
O=C(NCc1ccc2c(c1)OCO2)C(=O)NCC1OCCN1S(=O)(=O)c1ccccc1 (stereo not given),0.2%,-4%,x,x,-1.4%,x,23%,x,x,x
Cn1c(-c2ccc(F)cc2)cnc1SCC(=O)Nc1ccccc1N1CCOCC1,3.7%,0%,x,x,0.3%,1.1,6%,-1.5%,12%,4%

# Compounds were not picked by outcome, and some 1.5% of all compounds hit somewhere here.
